Source: PubChem BioAssay (National Center for Advancing Translational Sciences (NCATS))
12-LOX inh: ALOX12 (human) lipoxygenase inhibition; P18054; purified 12hLO, xylenol orange hydroperoxide absorbance; Potency, µM (highest dose often 108 µM), inactives show top-dose activity change, negative = inhibition, actives largely listed as inhibitors; actives 1.1% (n = 580,000); AID 1671190; further: potency means the concentration at half of the fitted maximal effect; on the % scale 0 is the no-effect control and ±100 the full control effect
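Hydroperoxide product was detected by ferrous iron/xylenol orange as the 573 to 405 nm absorbance ratio. Arachidonic acid at 40 uM (final) was turned over for 30 min at room temperature by 150 nM human 12hLO, pH 7.0 Hepes buffer, after 15 min compound preincubation.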
LDHA block: blocks human lactate dehydrogenase A | activity change, % (values are at about 110 or 230 µM) | actives 0.15% (n = 480,000) | purified LDHA, NADH/diaphorase-resazurin fluorescence; hits give low values; in the data active means activity change below about -30%; inconclusive means mostly about -25% to -30%;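 further: plate controls were DMSO wells for no effect and wells without enzyme for full effect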
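Human LDH5 at 2 nM final in Tris HCl pH 7.4 with 0.06 mM NADH and 0.2 mM pyruvate, reacted 5 minutes at room temperature. Remaining NADH coupled via diaphorase/resazurin; resorufin fluorescence read at 0 and 20 minutes, normalized to enzyme-free and DMSO wells.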
RGS4 inhibitor: inhibitors of human regulator of G protein signaling 4 | P49798 | Transcreener GDP fluorescence polarization, RGS4-accelerated GTP hydrolysis | Potency, µM (doses to about 114 µM), inactives show at the highest dose activity change, negative = inhibition, hits mostly inhibitors | actives 0.039% (n = 390,000) | AID 504845; further: potency means the concentration at half of the fitted maximal effect; on the % scale 0 is the no-effect control and ±100 the full control effect; nearly all actives have a fitted effect of over 75% in size; some results filed as inactive show a strong effect at the top dose
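MLSMR compounds (23 nl, pin-transferred) preincubated 10 min at room temperature with a 500nM (2x) first reagent, then RGS4 at 900nM (2x) plus Transcreener GDP mix added; fluorescence polarization (620/688 nm) read before and after 90 min at 30 °C.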
Anesthetic bind: candidate novel general anesthetic via apoferritin binding; P02791; apoferritin/1-aminoanthracene competitive binding, fluorescence; Potency, µM (top dose mostly 77.5 µM), for inactives: at the highest dose activity change, negative = displacement, hits mostly inhibitors; actives 0.074% (n = 350,000); AID 485281; further: potency means the concentration at half of the fitted maximal effect; on the % scale 0 is the no-effect control and ±100 the full control effect; nearly all actives have a fitted effect of over 20% in size
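In PBS, apoferritin at 10 uM is loaded with 1-AMA from a 50% saturated solution. After 10 min of compound exposure at ambient temperature, reduced 535 nm fluorescence indicates probe displacement.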
ERG-DNA inh: ERG Ets/DNA interaction inhibition; Potency, µM (top dose mostly 76.9 µM), without a hit: at the top dose FP activity, negative = inhibition, most hits filed as inhibitors; actives 0.028% (n = 370,000); AID 624246; fluorescence polarization, His-ERG Ets domain / labelled DNA; active means well fitted inhibition curve with a large enough effect in the polarisation, with a control signal flat; inconclusive means small, poorly fitted or top-dose-only effect, or effect the other way, or a change in a side signal; inactive means no such curve, though single readings can be large or run the other way; the % refers to the polarisation;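 further: polarization taken with two DNA probes labelled with fluorescein and Texas red; potency means the concentration at half of the fitted maximal effect; % of control where 0% means no effect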
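His-tagged ERG Ets domain (1 uM in the protein solution; 300mM KCl, 50mM Tris-HCl, 1mM EDTA, 1mM DTT, pH 7.5) received compound, then a probe mix of 5 nM fluorescein-DNA and 100nM Texas-615-DNA. Fluorescence polarization was read for both dyes.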
APEX1 inh: APE1 (human) endonuclease inhibition. recombinant APE1, TAMRA/BHQ-2 abasic DNA cleavage fluorescence. Potency, µM (highest dose often 65.8 µM), for inactives: at the top dose activity change, negative = inhibition, most hits filed as inhibitors. actives 0.35% (n = 350,000). AID 2517;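 further: potency means the concentration at half of the fitted maximal effect; plate controls were vehicle for no effect and reference inhibitor for full effect; nearly all actives have a fitted effect of over 55% in size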
Target sequence (P27695 whole entry, looked up): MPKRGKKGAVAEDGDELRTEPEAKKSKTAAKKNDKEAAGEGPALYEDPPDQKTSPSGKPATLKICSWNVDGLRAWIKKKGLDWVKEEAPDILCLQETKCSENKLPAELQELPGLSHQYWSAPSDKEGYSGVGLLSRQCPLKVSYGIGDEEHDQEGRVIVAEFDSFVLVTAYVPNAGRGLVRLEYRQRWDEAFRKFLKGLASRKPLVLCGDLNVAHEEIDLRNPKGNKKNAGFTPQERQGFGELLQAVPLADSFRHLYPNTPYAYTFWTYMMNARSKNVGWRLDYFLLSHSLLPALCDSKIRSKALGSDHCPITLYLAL
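Incision of a quenched TAMRA/BHQ-2 THF abasic-site duplex (50 nM) by 0.75 nM APE1, after 15 min compound preincubation, measured as fluorescence increase over three 60 s reads. Values normalized to buffer, DMSO and NSC13755 control wells.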
POLB inh: inhibitors of human DNA polymerase beta; P06746; Pol beta primer extension/strand displacement, fluorescence kinetic; Potency, µM (doses to about 114 µM), inactives show at the highest dose activity change, negative = inhibition, actives largely listed as inhibitors; actives 1.3% (n = 340,000); further: potency means the concentration at half of the fitted maximal effect; on the % scale 0 is the no-effect control and ±100 the full control effect
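Preincubation: enzyme (10 nM) with compound, 15 min, RT. Reaction: substrate added to 50 nM final. Reads: 0 and 10 min. Analysis: normalized, Hill fit.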
POLK inh: inhibitors of human DNA polymerase kappa | Q9UBT6 | purified Pol kappa, fluorescent DNA synthesis assay, 10 min | actives 0.53% (n = 400,000) | Potency, µM (titrated, usually from 107 µM), without a hit: top-dose activity, negative = inhibition, most hits filed as inhibitors | AID 588579; further: potency means the concentration at half of the fitted maximal effect; on the % scale 0 is the no-effect control and ±100 the full control effect
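Kinetic fluorescence readout at 0 and 10 min followed reaction start with substrate at 50 nM final. Beforehand, enzyme (10 nM Pol kappa) stood 15 min with compound at room temperature; buffer-only wells were negative controls.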
Pol eta inh: DNA polymerase eta (human) inhibition; recombinant Pol eta, fluorescent DNA replication assay; Potency, µM (highest dose often 114 µM), for inactives: at the top dose activity change, negative = inhibition, usual class: inhibitors; actives 1.2% (n = 390,000); further: potency means the concentration at half of the fitted maximal effect; on the % scale 0 is the no-effect control and ±100 the full control effect
Target sequence (Q9Y253 whole entry, looked up): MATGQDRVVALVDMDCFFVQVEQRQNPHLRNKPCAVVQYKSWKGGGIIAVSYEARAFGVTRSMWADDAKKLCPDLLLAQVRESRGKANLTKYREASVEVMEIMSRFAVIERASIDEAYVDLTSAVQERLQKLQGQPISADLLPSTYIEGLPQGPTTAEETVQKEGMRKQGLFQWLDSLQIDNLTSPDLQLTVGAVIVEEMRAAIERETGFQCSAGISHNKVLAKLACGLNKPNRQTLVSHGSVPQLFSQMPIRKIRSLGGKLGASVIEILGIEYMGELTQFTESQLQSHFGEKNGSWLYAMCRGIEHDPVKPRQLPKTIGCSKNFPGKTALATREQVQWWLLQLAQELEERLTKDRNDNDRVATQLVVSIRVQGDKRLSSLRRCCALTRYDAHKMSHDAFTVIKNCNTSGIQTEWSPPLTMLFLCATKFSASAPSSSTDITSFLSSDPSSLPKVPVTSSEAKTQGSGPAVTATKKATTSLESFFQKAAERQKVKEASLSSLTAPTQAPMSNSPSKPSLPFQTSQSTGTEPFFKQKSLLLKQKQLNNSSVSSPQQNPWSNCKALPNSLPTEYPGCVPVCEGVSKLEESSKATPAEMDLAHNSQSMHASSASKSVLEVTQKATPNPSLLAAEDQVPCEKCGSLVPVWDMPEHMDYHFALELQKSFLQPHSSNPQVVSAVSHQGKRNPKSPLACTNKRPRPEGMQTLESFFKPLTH
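Pol eta (10 nM) was preincubated with compounds for 15 min at room temperature, after which fluorescent replication substrate (50 nM final) was added to start the reaction. Fluorescence was read kinetically at 0 and 10 min.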
* marks the source's active call; other numbers are inactive results; u = inconclusive; x = no result given; & = joins results of further samples; [ ] = dose if it differs, or a comment. Unless noted, the call rests on the fitted dose curve; in most records, active means well fitted curve in the direction sought with a large enough effect; inconclusive means small, poorly fitted or top-dose-only effect, or another doubt; inactive means no such curve, though single readings can be large; an effect the other way counts as inactive or inconclusive. The list is partial, so the mix of outcomes need not match the whole.

Every second line gives: 12-LOX inh	LDHA block	RGS4 inhibitor	Anesthetic bind	ERG-DNA inh	APEX1 inh	POLB inh	POLK inh	Pol eta inh
> COc1ccc(OC)c(/C=C2\NC(=O)NC2=O)c1
 : -12%	-4	-23%	40%[activator]	5%	17%	u	-5%	-6%
> CCn1c(=N)c(C(=O)NC2CCCCC2)cc2c(=O)n3cccc(C)c3nc21
 : -14%	-10	20%	68%[activator]	-13%	x	8%	-24%	-9%
> O=C(NCCc1ccccc1)C1CCCN1S(=O)(=O)c1ccc(Cl)cc1 (centres undefined)
 : -4%	-1	-23%	-5%	11%	26%	5%	0%	-15%
> Cc1ccc(C(=O)Nc2ccc(N3CCN(S(C)(=O)=O)CC3)cc2)cc1
 : -27%[57.4 µM]	-10	7%	-1%	x	4%	-10%	-1%	-2%
> COc1ccc(C(=O)NNC(=O)c2cc3ccccc3cc2O)cc1
 : 0%	-10	-31%	x	15%	x	x	-12%	-14%
> Cc1ccc(S(=O)(=O)Nc2nc3ccc(S(=O)(=O)N4CCCC4)cc3s2)cc1
 : u	-7	-26%	-4%	1%	17%	0%	-25%	-24%
> Cn1cc(CN2CCCC(CNS(=O)(=O)c3cccc4cccnc34)C2)cn1 (centres undefined)
 : 10%	-1	16%	-13%	0%	30%	2%	-20%	-5%
> Cn1ncc(C#N)c1NC(=O)C1CC(c2ccc(Cl)cc2)=NO1 (centres undefined)
 : 20%	-2	-22%	-6%	-1%	-2%	19%	4%	u
> CCCOc1ccc(NC(=O)CC2C(=O)OCC3CCCCN32)cc1 (centres undefined)
 : 3%	-1	3%	x	-5%	-12%	x	9%	-7%
> O=C(COc1ccc(-c2nnco2)cc1)N1CCOCC1
 : 8%	-2	17%	x	7%	-10%	x	-16%	-6%
> O=C(Cn1ccc(C(F)(F)F)n1)N/N=C/c1ccc(N2CCOCC2)cc1
 : 5%	3	u	-22%	1%	-1%	2%	8%	-14%
> COc1ccc(C(=O)N2c3ccccc3C(C)(c3ccc(Cl)cc3)CC2(C)C)cc1 (centres undefined)
 : 0%	0	-12%	-3%	-3%	x	-1%	-6%	-29%
> Cc1ccc(OCC(=O)Nc2cnn(CCCC(=O)O)c2)c([N+](=O)[O-])c1
 : u	-4	16%	-2%	-15%	-12%	-1%	-14%	-3%
> N#C/C(=C\c1ccc(F)cc1)C(=O)NC1CCS(=O)(=O)C1 (centres undefined)
 : u	-9	-2%	-9%	-7%	5%	27%	-13%	-1%
> CC(C(=O)NC1CCCC1)N(C(=O)c1snc(C(N)=O)c1N)c1ccc2c(c1)OCCO2 (centres undefined)
 : 0%	3	10%	-13%	0%	-4%	12%	-7%	-6%
> CCOCc1cc(CN2CCN(c3cccc(C(F)(F)F)c3)CC2)c(O)c2ncccc12
 : 1%	7	-11%	-2%	5%	x	2%	-4%	-5%
> CC(=O)c1cccc(NC(=O)CN2C(=O)c3cccnc3Oc3ccc(Cl)cc32)c1
 : -21%	1	20%[11.4 µM]	7%	10%	-5%	1%	-4%	1%
> CN(C)c1ccnc2sc(C(=O)c3ccc(Br)cc3)c(N)c12
 : -25%	-7	32%	-3%	-7%	5%	0%	-14%	-5%
> Cc1nc2cc(NC(=O)Nc3ccccc3Cl)ccc2n1C
 : 16%	-7	21%	-8%	17%	1%	u	4%	5%
> CCOC(=O)c1cc(-c2ccccc2)n(CCC(=O)Nc2ccc(C)cc2Cl)c1C
 : u	2	15%	52%[activator]	-4%	x	-24%	-2%[60.1 µM]	-11%

Arranged by SMILES length (high to low): part of the list above
Every second line gives: 12-LOX inh	LDHA block	RGS4 inhibitor	Anesthetic bind	ERG-DNA inh	APEX1 inh	POLB inh	POLK inh	Pol eta inh
> CC(=O)c1cccc(NC(=O)CN2C(=O)c3cccnc3Oc3ccc(Cl)cc32)c1
 : -21%	1	20%[11.4 µM]	7%	10%	-5%	1%	-4%	1%
> Cc1ccc(OCC(=O)Nc2cnn(CCCC(=O)O)c2)c([N+](=O)[O-])c1
 : u	-4	16%	-2%	-15%	-12%	-1%	-14%	-3%
> N#C/C(=C\c1ccc(F)cc1)C(=O)NC1CCS(=O)(=O)C1 (centres undefined)
 : u	-9	-2%	-9%	-7%	5%	27%	-13%	-1%

Next part.
Every second line gives: 12-LOX inh	LDHA block	RGS4 inhibitor	Anesthetic bind	ERG-DNA inh	APEX1 inh	POLB inh	POLK inh	Pol eta inh
> COC(=O)CCCC1=CC2=CC(=O)C(C)(OC(=O)c3cccs3)C(=O)C2=CN1c1ccccc1 (centres undefined)
 : -47%	14	-25%	x	-9%	0%[12.4 µM]	x	-39%	u
> O=C(NCc1ccccn1)c1ccc(Cl)c(S(=O)(=O)N2CCOCC2)c1
 : 7%	-7	11%	-2%	5%	-6%	-1%	-15%	-21%
> C=CCCN([C@@H](C)C(=O)OC)S(=O)(=O)c1ccccc1Br
 : 7%	-3	14%	-8%	1%	-3%	16%	-19%	-10%
> CC(C)CC(c1nnnn1Cc1ccc(F)cc1)N1CCC(C(N)=O)CC1 (centres undefined)
 : u	-8	-7%	-8%	-1%	-3%	23%	5%	-8%
> CCN(Cc1cc(=O)n2ccsc2n1)Cc1nc2ccccc2c(=O)[nH]1
 : -2%	-4	-26%	-7%	5%	-6%	-7%	-4%	-2%
> O=C(O)c1cn(-c2ccccc2)nc1-c1ccc(Cl)cc1
 : 30%[activator]	-2	-10%	x	-2%	x	x	1%	-11%
> CCOC(=O)Cn1c(C)cc(=O)c2ccccc21
 : 5%	-4	u	-1%	4%	5%	41%	-3%	-5%
> S=C1SCN(Cc2ccccn2)CN1Cc1ccco1
 : u	3	u	u	-10%	1%	7%	-8%	6%
> O=C(Cc1ccccc1)Nc1ccc(NC(=O)c2cccnc2)cc1
 : 39%[activator]	-2	15%	-15%	-4%	-14%	-1%	4%	-20%
> Cc1cc(C)cc(C(=O)O/N=C(\N)c2ccc(Br)cc2)c1
 : -2%	-16	-6%	-7%	-3%	12%	2%	-6%	-8%
> O=C(Nc1ccc(C(F)(F)F)cc1)c1ccc2ncsc2c1
 : u	-8	8%	-16%	-15%	-4%	u	-6%	-4%
> O=C(Cn1c(=O)n(CC2CCCO2)c(=O)c2ccccc21)N1CCN(c2ccccc2)CC1 (centres undefined)
 : -7%	-2	36%	-9%	-2%	3%	0%	2%	-10%
> Cc1cccc(N(CC(=O)NC(C)(C)C)C(=O)CNC(=O)c2cccs2)c1C
 : 2%	-2	7%	1%	15%	3%	21%	9%	-9%
> Cc1c(N(C)S(=O)(=O)c2ccc(Cl)c(C(=O)N3CCC(C(N)=O)CC3)c2)c(=O)n(-c2ccccc2)n1C
 : 1%	-1	28%	x	-5%	23%	x	-12%	6%
> O=C(COc1ccccc1Cl)NC(=O)NC1CCCC1
 : 16%	2	16%	u	x	-2%	2%	-14%	-5%
> COc1ccc(-c2nc3scc(-c4ccccc4)n3n2)cc1
 : u	-18	48%	-15%	-3%	-1%	5%	-8%	7%
> Cc1ccc(NS(=O)(=O)c2ccc3c(c2)NC(=O)CO3)cc1C
 : u	-5&3	-6%	-12%	-2%	22%	0%	0%	-8%
> COc1ccc(/C=C/C(=O)O)cc1S(=O)(=O)N1CCC(C)CC1
 : u	-6	15%[11.4 µM]	-4%	-5%	-5%	3%	-27%	79µM*
> O=[N+]([O-])c1cccc(CSc2nc3ccccc3[nH]2)c1
 : -29%	-5	18%	u	0%	u	3%	-21%	-4%
> CCOc1ccc(N(Cc2ccccc2)C(=O)c2nc(SC)ncc2Cl)cc1
 : u	4	8%	-10%	-1%	x	7%	0%	-9%
> S=c1[nH]nc(-c2cccs2)n1/N=C/c1cccs1
 : u	-13	-40%	-15%	-16%	-2%	4%	-1%	1%
> C=CCN(c1cccc(C(F)(F)F)c1)S(=O)(=O)c1cccc(C(=O)OCC(=O)Nc2ccccc2)c1
 : 14%	3	0%	-11%	9%	-2%	-7%	-11%	-27%
> O=C1CC(c2ccccc2)CN1C(=O)c1ccccc1 (centres undefined)
 : 1%	-6	-40%	u	-2%	1%	22%	-1%	-12%
> CCOC(=O)Nc1c2ccccc2nc2ccccc12
 : 2%	-12	16%	125%[activator]	5%	u	u	-18%	2%
> Cc1cc(OC(=O)c2cc(Cl)nc3ccccc23)ccc1Cl
 : -22%	-1	-22%	-10%	10%	13%	26%	9%	-9%
> CC(C)CCNC(=O)c1ccc(-n2cnc3cccnc32)cc1
 : 0%	-2	1%	-3%	-2%	20%	23%	8%	-16%
> CNC(=O)COC(=O)/C=C/c1ccc(F)cc1
 : 8%	-1	6%	-6%	-10%	6%	u	5%	-19%
> CCCCC1CC1C(=O)Nc1ccc(OC)c(OC)c1 (centres undefined)
 : -8%	0	25%	-8%	-8%	-3%	-17%	-23%	-5%
> O=C(CCc1nnc2n(Cc3ccc(Cl)cc3)c(=O)c3ccccc3n12)NCCN1CCCC1
 : 25%	-1	11%	-19%	-5%	21%	18%	2%	6%
> CC(C)C(=O)N(Cc1ccccc1)c1ccccn1
 : -4%	0	-6%	-17%	x	15%	15%	-3%	-5%
> C=CCN1C(=O)C2C(C(=O)NC3CCCC3)C3C=CC2(O3)C1C(=O)NC1CCCC1 (centres undefined)
 : -11%	-6	-18%	-4%	-1%	32%	22%	-9%	-3%
> COc1ccc(OC)c(NC(=O)COc2coc(CN3CCc4ccccc43)cc2=O)c1
 : u	0	-32%	x	-10%	u	x	-17%	u
